14-3-3 Bad inh = inhibitors of 14-3-3 zeta/Bad binding, primary screen, biochemical, TR-FRET, bovine 14-3-3 zeta | 14-3-3 protein zeta/delta (Bos taurus), P63103 | TR-FRET 14-3-3zeta/Dy647-pBad peptide displacement, 1 h | inhibition, % at 21.7 µM | actives 0.71% (n = 220,000) | AID 781, 2007;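 active means inhibition above about 70%, limit read from the data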;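 further: 0% = full 14-3-3 plus peptide FRET controls and 100% = background without 14-3-3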
Target sequence (P63103 whole entry, looked up): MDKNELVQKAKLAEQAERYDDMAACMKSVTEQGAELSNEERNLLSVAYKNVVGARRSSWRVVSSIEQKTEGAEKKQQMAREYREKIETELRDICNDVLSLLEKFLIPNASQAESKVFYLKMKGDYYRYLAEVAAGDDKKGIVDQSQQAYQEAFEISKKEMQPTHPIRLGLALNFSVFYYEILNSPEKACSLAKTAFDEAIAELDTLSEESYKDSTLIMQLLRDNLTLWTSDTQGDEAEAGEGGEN
Hck-Nef inh = inhibitors of Nef-activated human Hck kinase, primary screen, biochemical, Z-Lyte FRET, 384-well, Hck-YEEI; Recombinant Hck-YEEI plus Nef, Z-Lyte FRET kinase assay; Tyrosine-protein kinase HCK (Homo sapiens), P08631; actives 0.68% (n = 220,000); inhibition, % at 20 µM;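 active means Hck-Nef kinase inhibition above about 50%, limit read from the data; inactive means inhibition below that limit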;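 further: 0% = DMSO with Hck plus Nef and 100% = Hck alone without Nef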
Runt-SMMHC FRET = inhibitors of RUNX1 Runt–CBFb-SMMHC binding, primary screen, biochemical, FRET, Cerulean-Runt, Venus-CBFb-SMMHC, uHTS; Cerulean-Runt/Venus-CBFb-SMMHC FRET ratio 530/480, 1 h; Runt-related transcription factor 1 (Homo sapiens) + Core-binding factor subunit beta …; actives 0.74% (n = 220,000); inhibition, % at 20 µM;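 active means mean inhibition across duplicate retests at 20 µM reaching about 50%, limit read from the data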;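 further: 0% = DMSO wells and 100% = wells with excess untagged CBFb-SMMHC; inhibitors lower the FRET ratio by blocking Runt binding to CBFb-SMMHC; some results filed as inactive read as strong as hits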
p47phox inh = p47phox/p22phox peptide binding inhibitors, primary screen, biochemical, uHTS, NADPH oxidase regulatory subunit; Neutrophil cytosol factor 1 (Homo sapiens), P14598; fluorescence polarization, 2 h; inhibition, % at 24.7 µM; actives 0.53% (n = 220,000); AID 1274, 2008;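 active means inhibition above about 30%, limit read from the data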;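 further: 0% = p47phox with labelled peptide and 100% = labelled peptide alone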
Target sequence (P14598 whole entry, looked up): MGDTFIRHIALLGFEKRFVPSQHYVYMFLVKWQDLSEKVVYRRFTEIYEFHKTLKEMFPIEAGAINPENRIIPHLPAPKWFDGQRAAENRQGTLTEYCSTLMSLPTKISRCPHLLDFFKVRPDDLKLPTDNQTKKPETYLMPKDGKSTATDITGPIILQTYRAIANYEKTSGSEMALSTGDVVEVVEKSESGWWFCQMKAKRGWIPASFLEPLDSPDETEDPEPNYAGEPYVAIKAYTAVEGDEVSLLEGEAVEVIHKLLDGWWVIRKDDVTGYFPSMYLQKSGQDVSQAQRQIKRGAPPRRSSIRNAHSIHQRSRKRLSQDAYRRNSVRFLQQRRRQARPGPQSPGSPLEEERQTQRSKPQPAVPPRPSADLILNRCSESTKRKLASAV
zVAD death inh = inhibitors of zVAD-triggered necroptosis, primary screen, L929 cells; L929 zVAD necroptosis rescue, ATP luminescence, 24 h; with zVAD 60 µM; viability rescue, % at 10 µM; actives 0.38% (n = 220,000); AID 1377, 2008;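 active means activation, scaled between plate controls, above about 75%, limit read from the data; inactive means activation under that limit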;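 further: 0% = zVAD with DMSO and 100% = DMSO alone without zVAD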
EBV gp42 block = Epstein-Barr virus gp42 inhibitors, primary screen, biochemical, uHTS, fluorescence polarization; AID 1085, 2008; Fluorescence polarization binding assay, mP read-out; actives 0.42% (n = 220,000); inhibition, % (tested at 21.74 µM); Glycoprotein 42 (Epstein-Barr virus (strain AG876)), Q1HVG2; in the data active means inhibition above about 50%
Target sequence (Q1HVG2 whole entry, looked up): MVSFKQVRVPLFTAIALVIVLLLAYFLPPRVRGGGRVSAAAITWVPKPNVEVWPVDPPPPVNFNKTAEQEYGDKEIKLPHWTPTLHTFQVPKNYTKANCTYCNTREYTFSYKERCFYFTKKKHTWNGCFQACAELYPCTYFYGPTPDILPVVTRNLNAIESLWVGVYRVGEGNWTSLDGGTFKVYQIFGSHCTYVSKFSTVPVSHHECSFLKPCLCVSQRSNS
Runt-CBFb FRET = inhibitors of RUNX1 Runt–CBFb binding, primary screen, biochemical, FRET, Cerulean-Runt, Venus-CBFb, uHTS; AID 1496, 2009; actives 0.46% (n = 220,000); inhibition, % at 20 µM; Cerulean-Runt/Venus-CBFb FRET ratio 530/480, 1 h;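 active means inhibition over about 50% at 20 µM in the single-dose screen, limit read from the data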;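 further: 0% = DMSO wells and 100% = excess unlabeled CBFb competitor control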
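Schedule: protein complex preformed 1 h, compound exposure 1 h, room temperature, dark; test system: Cerulean-labeled Runt domain protein; amount: 100 nM per protein; buffer or medium: Tris 50 mM pH 7.5, KCl, K2SO4, 0.01% BSA; read-out: loss of energy transfer signal; detection: FRET fluorescence; controls: 5 µM unlabeled CBFb as full-inhibition high control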
TbHK1 inh = Trypanosoma brucei hexokinase 1 inhibitors, primary screen, biochemical, G6PDH-coupled NADH absorbance, MLSCN library; hexokinase 1 [Trypanosoma brucei]; recombinant TbHK1, G6PDH-coupled NADH A340; inhibition, % at 10 µM; actives 0.11% (n = 220,000);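 active means inhibition of 50% or more in the single-dose primary screen; inactive means inhibition below 50%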
MDM2 E3 inh = MDM2-luciferase reporter signal enhancers, primary screen, MDM2 E3 ligase inhibitor project, cell-based, luminescence, 1536-well; E3 ubiquitin-protein ligase Mdm2 (Homo sapiens), Q00987; cell-based MDM2 ubiquitination luciferase reporter, 2 h; 0 = plate control, 100 = twice control, blank-subtracted; signal enhancement, % at 5 µM; actives 0.11% (n = 210,000); AID 1230, 2008;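 active means signal enhancement of 30% or more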;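 further: luminescence tracks abundance of the self-degrading MDM2-luciferase fusion protein; higher signal means inhibition of MDM2 E3 ligase activity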
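Test system: mammalian cells stably expressing self-ubiquitinating, self-degrading MDM2 E3–luciferase fusion; Amount: 2000 cells in each well; Medium: DMEM; Schedule: 4 h settle plus 2 h compound, 37 °C; Technique: SteadyLite luciferase luminescence after 15 min room-temperature reagent incubation; Benchmarks: plate control and blank wells.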
An asterisk follows results filed as active; / = not tested or not shown; [ ] = another dose, or the depositor's remark. No enrichment for hits. Share with any hit: about 3.2%.

SMILES | 14-3-3 Bad inh | Hck-Nef inh | Runt-SMMHC FRET | p47phox inh | zVAD death inh | EBV gp42 block | Runt-CBFb FRET | TbHK1 inh | MDM2 E3 inh
Cc1cc2nc(C)c(Cc3ccccc3)c(=O)n2[nH]1 | -7 | 3 | 1 | -9 | 1.2 | 3 | -2 | -5 | -11
CC1(C(=O)CSc2n[nH]c(-c3ccccc3Cl)n2)CCC(=O)O1 (centres undefined) | 41 | 5 | 3 | -11 | 0.0 | -4 | 0 | 67* | 5
CCCCc1nc(SCc2ccc([N+](=O)[O-])cc2)n[nH]1 | -4 | 16 | 0 | -9 | 9.0 | -21 | 1 | -3 | 4
CCc1nc2oc3ccccc3c(=O)c2c(=O)n1CCOC | 0[fluorescence artefact?] | 0 | -6 | -1 | 1.0 | -19 | 0 | -3 | -5
Cc1noc(C)c1COC(=O)Cc1ccc(Cl)cc1 | -13 | 3 | -4 | -7 | -0.1 | -12 | -4 | 1 | -16
CCN1CCN(CNC(=O)c2cnccn2)CC1 | -10 | 0 | 2 | -4 | 0.0 | -12 | 0 | -1 | -8
Cc1ccsc1/C=C1/C(=O)NN(c2ccccc2)C1=O | -3 | 11 | 0 | -12 | 2.7 | 1 | 0 | -10 | 16
COc1ccc(C2(O)CN(c3ccccc3)C3=[N+]2CCS3)cc1OC (centres undefined) | -1 | -5 | -3 | 6 | -0.3 | 2 | 4 | 0 | -6
O=C(COC(=O)c1cc(F)c(F)cc1Cl)NC1CC1 | 0 | 8 | 1 | -5 | 4.0 | -11 | 0 | 1 | -6
CCCCSc1nc2ccc(Nc3nc(N4CCOCC4)nc(N4CCOCC4)n3)cc2s1 | -25[fluorescence artefact?] | 1 | -3 | -11 | 1.6 | -12 | / | -23 | -12
O=c1[nH]ncc(NCCc2ccccc2)c1Cl | -3 | 22 | -2 | -7 | 17 | 4 | -1 | 1 | -1
O=C(Oc1nsnc1N1CCOCC1)N(c1ccccc1)c1ccccc1 | 4 | 0 | 2 | -2 | -0.1 | -2 | -2 | -1 | -12

Whole records from above.
Record of O=C(COC(=O)c1cc(F)c(F)cc1Cl)NC1CC1 = 14-3-3 Bad inh = 0; Hck-Nef inh = 8; Runt-SMMHC FRET = 1; p47phox inh = -5; zVAD death inh = 4.0; EBV gp42 block = -11; Runt-CBFb FRET = 0; TbHK1 inh = 1; MDM2 E3 inh = -6
Record of Cc1noc(C)c1COC(=O)Cc1ccc(Cl)cc1 = 14-3-3 Bad inh = -13; Hck-Nef inh = 3; Runt-SMMHC FRET = -4; p47phox inh = -7; zVAD death inh = -0.1; EBV gp42 block = -12; Runt-CBFb FRET = -4; TbHK1 inh = 1; MDM2 E3 inh = -16
Record of Cc1ccsc1/C=C1/C(=O)NN(c2ccccc2)C1=O = 14-3-3 Bad inh = -3; Hck-Nef inh = 11; Runt-SMMHC FRET = 0; p47phox inh = -12; zVAD death inh = 2.7; EBV gp42 block = 1; Runt-CBFb FRET = 0; TbHK1 inh = -10; MDM2 E3 inh = 16

(continued)
SMILES | 14-3-3 Bad inh | Hck-Nef inh | Runt-SMMHC FRET | p47phox inh | zVAD death inh | EBV gp42 block | Runt-CBFb FRET | TbHK1 inh | MDM2 E3 inh
COC(=O)c1cnn(-c2cc(Oc3ccccc3)ncn2)c1N | 13 | 0 | 2 | -4 | 0.6 | -14 | 0 | 3 | -18
COc1ccccc1N1C(=O)C2C(C(=O)c3ccccc3)=NN(c3ccccc3)C2C1=O (centres undefined) | -4 | -32 | 80 | -12 | 1.2 | 72* | -133 | -15 | -3
CCOC(=O)Nc1n[nH]c(NC(=O)OCC)c1[N+](=O)[O-] | -10 | -32 | 0 | -4 | 1.0 | 2 | 1 | -6 | -9
Cc1[nH]c2ccccc2c1C(=O)COC(=O)c1c(-c2c(F)cccc2Cl)noc1C | -1 | 2 | -1 | -4 | 3.1 | 6 | 0 | -5 | 4
COc1cccc(-n2nc(-c3ccnn3-c3ccc(C)cc3)c(=O)n(C)c2=O)c1 | 7 | -1 | -1 | 1 | 0.3 | 0 | 0 | -10 | -4
COc1ccc(OCCC(=O)Nc2cc(C)on2)cc1 | 10 | 4 | -3 | -13 | 0.1 | -17 | 0 | 5 | -12
CCOC(=O)C1=C(CC)Nc2ccccc2N/C1=N\S(=O)(=O)c1ccc2ccccc2c1 | -6 | 25 | 3 | -17 | 0.1 | -12 | -3 | -4 | -7
Cc1cccc(NC(=O)CSc2nnc(CNC(=O)c3ccc(S(=O)(=O)N(C)C)cc3)n2-c2cccc(C)c2)c1 | -13 | 0 | 1 | -7 | 1.5 | -15 | -3 | 36 | -7
COc1ccc(CCC(=O)NCCc2nc3ccccc3[nH]2)cc1 | -8 | 20 | 2 | -2 | 1.9 | -6 | 2 | -2 | 10
CC(C)N(Cc1nc(-c2ccccc2)no1)C(=O)CSc1ccccc1 | 3 | 6 | 0 | -15 | -0.3 | -22 | 0 | 5 | -4
Cc1cc(C)n(-c2c(F)c(F)c(CO)c(F)c2F)n1 | -8 | 0 | 4 | -15 | 0.4 | -1 | -1 | 1 | -5
CC(C)N(Cc1nc(-c2ccc3c(c2)OCO3)no1)Cc1nccn1C | -4 | 5 | 1 | 1 | -1.2 | 8 | 0 | 5 | -12
CCOc1c(O)ccc(C2NC(=O)N(C)C(C)=C2C(=O)OC)c1[N+](=O)[O-] (centres undefined) | -6 | -15 | -2 | 2 | 0.8 | 8 | 15 | 5 | -12
CC12CCC(C/C1=N/NC(=O)COc1ccccc1Cl)C2(C)C (centres undefined) | -8 | 18 | 2 | 3 | 49 | 2 | -5 | -1 | -22
COc1ccc2nc(NC(=O)CCNC(=O)c3ccccc3Cl)sc2c1 | 11 | 28 | 0 | -8 | 78* | -4 | -2 | 8 | -8
COc1cccc(CNS(=O)(=O)c2cc(Br)cc3c2N(C(C)=O)C(C)C3)c1 (centres undefined) | 5 | -2 | -1 | -15 | 0.6 | 5 | 0 | 0 | -4
COc1cc(/C=C/C(=O)Nc2ccc(C)cc2)cc(OC)c1OC | -6 | 7 | 2 | -7 | 1.3 | -14 | -11 | -18 | -20
COc1ccccc1NCCC(=O)OCC(=O)NC1CC1 | 7 | 3 | -2 | -6 | 0.1 | -2 | 4 | 2 | -5
Nc1c2c(nc3ccccc13)CCCC2 | 3 | -5 | 1 | -1 | -2.2 | -7 | 0 | -58 | /
C[C@@H]1NC(=O)c2cc([N+](=O)[O-])cc(I)c2NCC[C@@H](C(N)=O)NC(=O)[C@H](CC(N)=O)NC1=O | 2[fluorescence artefact?] | -11 | 0 | -9 | 3.4 | -12 | -2 | -13 | /
CC(C)NC(=O)CN1CCN(Cc2nc(-c3cccs3)no2)CC1 | -2 | 7 | 2 | 5 | -0.7 | -11 | 0 | 6 | -12
Cc1ccc(S(=O)(=O)[N-]c2nc3ccccc3nc2-[n+]2cc(C)cc(C)c2)cc1 | 0 | 13 | 0 | -10 | 0.3 | -14 | 0 | -11 | -9
Cc1ccc2c(c1)c1c(n2CC(O)CN2CCC(C)CC2)CCCC1 (centres undefined) | -6 | -15 | -1 | -6 | 0.7 | -12 | -4 | 21 | -10
CCc1cc(-c2n[nH]c(C)c2-c2nc3ccccc3n2C)c(O)c(CN2CCN(C)CC2)c1O | -3[fluorescence artefact?] | -1 | 4 | -7 | -0.2 | 0 | -6 | -2 | 10
COc1ccc(-c2coc3c(CN4CCCCC4)c(O)c(CN4CCCCC4)c(O)c3c2=O)cc1 | 25 | -2 | 6 | -7 | -0.9 | -16 | -1 | -16 | -6
CC(C)[C@H](NC(=O)c1ccccc1)C(=O)OCC(=O)NCCC1=CCCCC1 | -4 | 2 | -1 | -24 | 2.8 | -24 | -2 | 35 | -4
Cc1ccc(C(=O)NS(=O)(=O)c2ccc(C)cc2)cc1 | 1 | 2 | -2 | 1 | 0.1 | -4 | -2 | -3 | -16
O=S(=O)(c1cccc(-c2cn3cccnc3n2)c1)N1CCCCCC1 | 5 | 13 | -3 | -52 | -0.3 | -19 | -2 | -2 | 14
COC(=O)c1ccc(CSc2nc3c(cnn3-c3ccc(C)c(C)c3)c(=O)[nH]2)o1 | 8 | 3 | -4 | 7 | 0.0 | -11 | -10 | -10 | -15
Cc1ccccc1Nc1nc(CSc2nnc(-c3ccoc3C)n2C)cs1 | 4 | 3 | 6 | -10 | -0.1 | -14 | 14 | -1 | 5
COc1ccccc1Oc1c(C)oc2c(CN3CCN(C)CC3)c(O)ccc2c1=O | -2 | 0 | 3 | -6 | -0.3 | 0 | 6 | -18 | 2
CCN1CCN(CC(=O)c2ccc(OC)cc2)CC1 | -3 | 7 | 0 | 6 | 0.2 | -11 | 0 | -4 | 2
Cc1onc(-c2c(F)cccc2Cl)c1C(=O)c1ccccc1 | -7 | -6 | 0 | -2 | -1.4 | -2 | 2 | -5 | -4
O=C(NC(=S)NCCC1=CCCCC1)c1cccnc1 | -4 | 35 | -3 | -5 | -0.6 | 2 | -4 | 1 | 1
O=C(COC(=O)Cc1ccc(S(=O)(=O)N2CCOCC2)s1)Nc1ccc2c(c1)OCO2 | 0[fluorescence artefact?] | -21 | -6 | -19 | 0.0 | -8 | 1 | -8 | /
CCc1ccc(NC(=O)CSc2nc(CSc3ccc(C)cc3)cc(=O)[nH]2)cc1 | -4 | 9 | -4 | -10 | 0.4 | 2 | -10 | -8 | -51
CCC(C)Oc1nc2ccccc2nc1NS(=O)(=O)c1ccccc1 (centres undefined) | 8 | 1 | -7 | -2 | -0.4 | -2 | 1 | -6 | -15
O=S(=O)(c1cnccc1N1CCN(/N=C/c2ccccc2)CC1)N1CCCCC1 | -12 | -2 | 0 | -17 | 0.1 | -8 | -6 | 3 | -8
O=C(C1=C[C@H](c2ccccc2)C[C@H](OCc2ccc(CO)cc2)O1)N1CCN(Cc2ccc3c(c2)OCO3)CC1 | 0 | 5 | -4 | -6 | -0.9 | -4 | -3 | -9 | /
COc1ccc2c(c1OC)C(=O)N1N=C(c3ccc(Br)cc3)CC21 (centres undefined) | 4 | -1 | -1 | 4 | 0.1 | 0 | 3 | -13 | -14
CCN1C(=O)/C(=C\c2ccncc2)SC1=Nc1ccc(C)c(C)c1 | 9[fluorescence artefact?] | 0 | -5 | 16 | 1.4 | -10 | -12 | -18 | 1
COc1cc(OC)c2c(C)c(Cl)c(=O)oc2c1 | 4 | 3 | -1 | -2 | 1.6 | -20 | -2 | -15 | -13

Assay outcomes (PubChem)
